Bioassay records: PubChem BioAssay, National Center for Advancing Translational Sciences (NCATS)
Shiga toxin inh – inhibitors of Shiga toxin in Vero cells; inhibition, % at 38.7 µM; 290,000 compounds, 9.2% hits; Vero cells, Shiga toxin protein synthesis inhibition reporter; AID 2315; in the data active = inhibition mostly above about 28%, no sharp cut-off; inactive = mostly below about 43%; note: 0% is about no effect
LmPK inh – inhibitors of Leishmania mexicana pyruvate kinase | Q27686 | purified LmPK, Kinase-Glo ATP luminescence, 1 h | Potency, µM (highest dose often 57.5 µM), for the others: at the highest dose activity change, negative = inhibition, usual class: inhibitors | 290,000 compounds, 0.37% hits | AID 1721; note: potency is the fitted concentration of half-maximal effect; % is set by controls: 0 for no effect and ±100 for the full control effect
Target sequence (Q27686 whole entry, looked up): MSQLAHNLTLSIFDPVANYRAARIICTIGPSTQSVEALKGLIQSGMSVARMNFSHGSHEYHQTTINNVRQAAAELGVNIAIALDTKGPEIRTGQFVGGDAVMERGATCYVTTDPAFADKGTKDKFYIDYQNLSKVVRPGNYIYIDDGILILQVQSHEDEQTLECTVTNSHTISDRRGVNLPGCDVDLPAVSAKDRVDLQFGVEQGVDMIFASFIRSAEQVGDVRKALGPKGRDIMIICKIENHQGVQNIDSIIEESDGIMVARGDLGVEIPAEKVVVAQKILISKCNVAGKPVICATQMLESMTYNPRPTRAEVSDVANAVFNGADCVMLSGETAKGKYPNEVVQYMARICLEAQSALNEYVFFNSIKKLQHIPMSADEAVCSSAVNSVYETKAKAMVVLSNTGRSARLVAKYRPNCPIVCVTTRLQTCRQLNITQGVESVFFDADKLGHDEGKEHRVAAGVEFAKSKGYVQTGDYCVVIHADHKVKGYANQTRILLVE
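Pyruvate kinase activity monitored as ATP production (luciferase luminescence). Conditions: 0.1 nM enzyme, 0.5 mM PEP, 0.1 mM ADP, 1 h, RT; normalized against uninhibited and no-enzyme wells.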
Pf growth 96h – P. falciparum growth inhibition at 96 hour, primary screen for plastid delayed-death inhibitors; AID 504834; Potency, µM (top dose mostly 28.7 µM), for inactives: top-dose activity change, negative = inhibition, hits mostly inhibitors; 320,000 compounds, 6.9% hits; P. falciparum luciferase reporter growth, 96 h; note: potency is the fitted concentration of half-maximal effect; % is set by controls: 0 for no effect and ±100 for the full control effect
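96 h incubation, 37 C, 5% CO2, of luciferase-reporter P. falciparum-infected RBCs (2% hematocrit, 0.05% parasitemia final) with test compounds; endpoint luminescence.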
CHX counter – counter-screen hit for Shiga toxin inhibitors, cycloheximide; cell reporter, cycloheximide protein synthesis inhibition counterscreen; max response, %; 300,000 compounds, 12% hits; AID 2314; in the data active = max response mostly above about 13%, no sharp cut-off; inactive = mostly below about 14%; note: read at 38.3 µM for the half of the compounds with a filed dose; 0% is about no effect
TbPYK inhibitor – T. brucei pyruvate kinase inhibition; 410,000 compounds, 0.12% hits; Potency, µM (top dose mostly 76.8 µM), for the others: at the top dose activity, negative = inhibition, hits mostly inhibitors; Q57TT1; TbPYK enzyme, Kinase-Glo Plus ATP luminescence, 45 min; note: potency is the fitted concentration of half-maximal effect; % is set by controls: 0 for no effect and ±100 for the full control effect; nearly all actives have a fitted effect of over 50% in size
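T. brucei PYK with substrate was exposed to pin-transferred compounds across a concentration series, then started with 130 uM ADP (final). After 45 min at room temperature, Kinase-Glo Plus luminescence was read, normalized and curve-fitted.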
Pf growth 48h – inhibits P. falciparum growth in the first generation, 48 h; P. falciparum luciferase growth in erythrocytes, 48 h; Potency, µM (top dose mostly 28.7 µM), without a hit: at the highest dose activity change, negative = inhibition, usual class: inhibitors; 310,000 compounds, 5.9% hits; AID 504832; note: potency is the fitted concentration of half-maximal effect; % is set by controls: 0 for no effect and ±100 for the full control effect
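First compound was added to culture medium, then infected red cells at 0.1% parasitemia and 2% hematocrit (final). After incubation at 37 C under 5% CO2, luciferase detection reagent was dispensed and light output recorded.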
AmpC no deterg – blocks E. coli AmpC beta-lactamase in detergent-free assay | Potency, µM (highest dose often 57.1 µM), for the others: top-dose activity change, negative = inhibition, usual class: inhibitors | AmpC nitrocefin hydrolysis, absorbance 480 nm, 0.0001% Triton | 330,000 compounds, 0.52% hits | AID 485341;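 note: potency is the fitted concentration of half-maximal effect; plate controls were no compound for no effect and no enzyme for full effect; nearly all actives have a fitted effect of over 20% in size; some results filed as inactive show a strong effect at the top dose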
Target sequence (P00811 whole entry, looked up): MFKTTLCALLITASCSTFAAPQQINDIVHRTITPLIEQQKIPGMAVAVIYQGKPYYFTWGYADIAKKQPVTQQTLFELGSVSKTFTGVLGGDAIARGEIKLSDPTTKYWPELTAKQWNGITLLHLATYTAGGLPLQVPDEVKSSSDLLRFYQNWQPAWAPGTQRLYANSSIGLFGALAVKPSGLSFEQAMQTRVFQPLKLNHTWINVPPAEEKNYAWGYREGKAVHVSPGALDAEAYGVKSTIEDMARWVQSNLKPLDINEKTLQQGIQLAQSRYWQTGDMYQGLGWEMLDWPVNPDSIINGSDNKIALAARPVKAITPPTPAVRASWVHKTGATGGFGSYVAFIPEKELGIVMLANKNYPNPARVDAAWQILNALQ
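AmpC (5.3 nM in the dispensed reagent) in 20 mM phosphate pH 7.0 with 0.01% (detergent screen) or 0.0001% Triton X-100 was preincubated with compounds for 15 min at room temperature. Nitrocefin was then added from an 800 uM solution, and hydrolysis was followed at 480 nm.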
Starred values were filed as active, the others as inactive; ? = inconclusive; . = not tested or not shown; & = joins results of further samples; [ ] = remark or other dose. Unless noted, calls come from the whole dose curve; as a rule, active = well fitted curve in the direction sought with a large enough effect; inconclusive = small, poorly fitted or top-dose-only effect, or another doubt; inactive = no such curve, though single readings can be large; an effect the other way counts as inactive or inconclusive.

SMILES	Shiga toxin inh	LmPK inh	Pf growth 96h	CHX counter	TbPYK inhibitor	Pf growth 48h	AmpC no deterg
O=C(NCC1CCCO1)c1cc(-c2ccc(Cl)cc2Cl)on1 (stereo not drawn)	75.2*	2.3%	226.2%[activator]	51.6*	0.3%	123.8%[activator]	29.8%
O=C(COC(=O)CCc1c[nH]c2ccccc12)NC(c1ccccc1)c1ccccc1	-4.4	2.0%	?	-3.9	2.6%	-17.2%	-30.2%
CCOC(=O)C1=c2s/c(=C\c3ccncc3)c(=O)n2C(N)=C(C(=O)OC)C1c1ccncc1 (stereo not drawn)	-14.2	10.6%	5.6%	0.4	-3.4%	-6.7%	-18.3%
CCOC(=O)C(=CNc1ccc(-c2ccco2)c(Cl)c1)C(=O)OCC	-7.6	-5.7%	?	-2.5	-5.5%	?	24.2%
CCn1ccnc1CC1COc2ccccc2O1 (stereo not drawn)	.	.	37.4%&-2.2%[activator]	.	1.6%&2.2%	5.8%&5.4%	-13.4%
O=C(Nc1ccc2cn[nH]c2c1)c1ccc(S(=O)(=O)N2CCOCC2)cc1	18.4	-3.0%	-4.4%	7.6	-8.6%	-8.1%	-41.9%
Cc1ccc(-c2nn3c(C)nnc3s2)cc1NC(=O)c1ccc(-c2ccc(Cl)cc2Cl)o1	-7.4	-5.6%	.	-2.2	-12.5%	9.3%	-21.3%
CCC(C)NC(=O)Cc1ccc(-c2ccccc2)cc1 (stereo not drawn)	15.8	1.0%	1.3%	23.1*	-2.3%	0.0%	-20.5%
CC(C)(C)c1ccc(OCCC(=O)Nc2cccc(S(=O)(=O)N3CCCC3)c2)cc1	.	.	?	.	0.2%	10.4µM*	34.8%
COc1ccc(NC2=Nc3cccc4cccc2c34)cc1	49.8	-0.7%	-28.0%	24.9*	5.5%	?	-25.0%
CC(Sc1nnc(-c2ccncc2)n1C)C(=O)Nc1ccc(N2CCOCC2)cc1 (stereo not drawn)	.	.	-1.3%	.	5.5%	3.1%	-15.6%
Cc1ccc(C)c(N(CC(=O)N(C)C)S(C)(=O)=O)c1	-4.2	7.6%	11.1%	0.6	-4.2%	-10.9%	0.2%

Compound profiles, from the list above. Order of values: Shiga toxin inh, LmPK inh, Pf growth 96h, CHX counter, TbPYK inhibitor, Pf growth 48h, AmpC no deterg
CCOC(=O)C1=c2s/c(=C\c3ccncc3)c(=O)n2C(N)=C(C(=O)OC)C1c1ccncc1 (stereo not drawn) as listed: -14.2, 10.6%, 5.6%, 0.4, -3.4%, -6.7%, -18.3%
COc1ccc(NC2=Nc3cccc4cccc2c34)cc1 as listed: 49.8, -0.7%, -28.0%, 24.9*, 5.5%, ?, -25.0%
O=C(Nc1ccc2cn[nH]c2c1)c1ccc(S(=O)(=O)N2CCOCC2)cc1 as listed: 18.4, -3.0%, -4.4%, 7.6, -8.6%, -8.1%, -41.9%

Remaining list, next part.
SMILES	Shiga toxin inh	LmPK inh	Pf growth 96h	CHX counter	TbPYK inhibitor	Pf growth 48h	AmpC no deterg
CN1CCN(Cc2c(O)c(Cl)cc3c(-c4ccccc4)cc(=O)oc23)CC1	-17.3	3.1%	0.0%	-2.2	1.6%	-17.8%	19.3%
O=C(CN1C(=O)NC2(CCc3ccccc32)C1=O)c1ccc(F)c(F)c1 (stereo not drawn)	.	.	8.8%	.	4.9%	-15.1%	-19.1%
CCn1cc(/C=C/C(=O)Nc2ccn(Cc3c(F)c(F)c(F)c(F)c3F)n2)cn1	-5.3	0.7%	?	-2.1	-10.4%	-19.4%	-5.1%
COc1cc(NC(=O)c2ccc(F)cc2)c(OC)cc1NC(=O)CN1CCCCC1	0.9	-1.0%	31.8%[activator]	-1.2	5.1%	1.0%	46.8%
CC(C)(C)NC(=O)C(c1ccncc1)N(C(=O)Cn1nnc(-c2ccc(F)cc2)n1)c1ccccc1F (stereo not drawn)	37.7	-4.8%	35.8%[activator]	20.6*	0.1%	?	-2.2%
C=CCn1c(NCCOC)nc2c1c(=O)n(C)c(=O)n2C	-9.7	-1.0%	-1.8%	-7.4	5.2%	5.7%	-15.0%
Cc1cc(C)cc(OC(=O)COc2ccccc2C)c1	-3.4	0.0%	?	-4.7	-3.5%	2.6%	-50.4%
CCCCc1cc(=O)oc2cc(C)cc(OCC(=O)N3CCC(C(=O)O)(c4ccccc4)CC3)c12	-3.5	4.7%	?	-2.5	1.8%	?	-10.5%
CCOc1ccc(NC(=O)COc2ccc(C(=O)NCC3CCCO3)cc2OC)cc1 (stereo not drawn)	.	.	?	.	-15.4%	?	14.1%
O=C(Cn1c(-c2ccccc2)noc1=O)N1CCC(Cc2ccccc2)CC1	-3.4	1.5%	28.2%	2.0	-2.7%	0.0%	5.5%
COc1ccc(N(CC(=O)NCCSCc2ccc(Cl)cc2)S(C)(=O)=O)cc1Cl	-5.1	1.1%	-29.8%	-2.3	1.5%	-15.5%	82.9%[activator]
C/C(=N/O)c1ccc(N2C(=O)C3C4C=CC(C3C2=O)C2C3C(=O)N(c5ccc(/C(C)=N/O)cc5)C(=O)C3C42)cc1 (stereo not drawn)	-12.7	-0.3%	-0.3%	0.6	.	5.5%	-39.0%
CCOC(=O)c1nnn(-c2nonc2-n2cccc2)c1CCl	-6.0	6.6%	.	8.7	3.4%	?	-23.7%
CN1CCN(C(=O)COc2ccc(N(C)S(=O)(=O)c3ccc(F)cc3)cc2)CC1	-3.4	0.4%	-13.1%	-1.3	-25.8%	20.0%	-9.7%
N[C@@H](Cc1ccccc1)C(=O)N1CCC(C(=O)N[C@@H](CCC(=O)O)C(=O)O)CC1	-1.4	2.7%	27.0%	-4.1	2.7%	17.7%	-17.5%
O=C(CSc1nnc(Nc2ccccc2)s1)NCc1cccs1	-4.6	2.2%	11.7µM*	-1.9	4.8%	0.3%	-20.4%
Cc1ccc(/C=C2\C(=N)N3N=C(CC(=O)N4CCOCC4)SC3=NC2=O)o1	-1.3	2.6%	?	-1.5	-1.6%	10.6%	-20.3%
COC(=O)COc1ccc(S(=O)(=O)Nc2ccccc2SC)cc1	-3.4	0.2%	.	-2.4	3.1%	-26.0%	-35.5%
O=Cc1cn(Cc2ccccc2)nc1-c1cccnc1	38.6	2.0%	10.1%	2.8	-1.4%	55.1%[activator]	-9.2%
CC1CC(C)CN(C(=O)C(Cc2ccccc2)n2cccc2)C1 (stereo not drawn)	30.0	6.4%	?	-2.2	2.7%	?	5.9%
O=S(=O)(c1cccs1)N1CCN(c2ccnc3cc(Cl)ccc23)CC1	-13.5	1.4%	6.57µM*	14.2	7.0%	9.28µM*	19.5%
Cc1ccc(NC(=O)CCn2c(=O)[nH]c3ccsc3c2=O)cc1F	-4.9	-3.2%	22.8%	3.5	-0.5%	?	-14.0%
CCOC(=O)Nc1cc(=O)c2ccccc2o1	3.5	0.7%	17.2%	10.3	6.5%	40.8%[activator]	-18.9%
CCOc1ccc2nc(NS(C)(=O)=O)sc2c1	17.4	-5.2%	.	6.3	0.2%	35.1%[activator]	-18.2%
COn1c(=O)c(=O)n(OC)c2ccccc21	-30.9	5.0%	203.6%[activator]	-5.5	-1.8%	5.6%	1.1%
COc1ccccc1/C=C/c1nc(S(=O)(=O)c2ccccc2)c(NCCN(C)C)o1	3.2	-1.5%	-30.3%	-3.0	0.7%	?	123.0%[activator]
CCCCN(C(=S)Nc1ccccc1)C1CCS(=O)(=O)C1 (stereo not drawn)	-30.1	-2.4%	?	-2.8	-8.8%	29.8%	-21.5%
CCc1ccc(CNC(=O)CCc2nnc(CCc3ccc(OC)cc3)o2)nc1	-3.8	4.1%	1.8%	-3.3	6.0%	9.5%	46.8%
O=C(CN1CCCCC1CO)c1ccc(OC(F)F)cc1 (stereo not drawn)	-3.1	2.3%	15.0%	-2.1	-2.0%	-9.0%	46.1%
COc1cccc(-c2nnc(SCC(=O)NC3CCS(=O)(=O)C3)n2C)c1 (stereo not drawn)	.	.	-5.1%	.	-12.8%	-13.3%	-22.5%
O=C(CSc1ncnc2scc(-c3ccccc3)c12)N1CCN(Cc2ccc3c(c2)OCO3)CC1	-6.8	-16.6%	?	-0.4	-7.9%	-1.0%	36.9%
COc1cccc(C(=O)COC(=O)C2CC3CCCC(C2)C3=O)c1 (stereo not drawn)	.	.	25.7%	.	-2.7%	-9.5%	-11.8%
COCCN(C(=O)CCC(=O)Nc1ccccn1)C(C(=O)NC(C)C)c1ccc(C)cc1 (stereo not drawn)	-16.2	-0.8%	41.6%[activator]	-2.0	-4.3%	11.6%	2.9%
O=C(CCc1ccc(S(=O)(=O)N2CCOCC2)cc1)Nc1ccc(N2CCOCC2)cc1	-6.0	-0.4%	?	1.2	-3.0%	?	.
O=c1c2ccccc2n(Cc2cccc(F)c2)c(=O)n1C1CCCC1	-3.4	-6.6%	17.7%	-1.2	0.8%	?	2.0%
Cc1ccc2nsnc2c1S(=O)(=O)NCc1ccncc1	-2.9	3.1%	-11.9%	-1.6	-2.7%	1.5%	-12.4%
COC(=O)CCC/C=C1/SCC(NC(=O)c2ccccc2)C1O (stereo not drawn)	15.5	7.0%	?	1.4	2.4%	-10.5%	.
CCN(c1ccccc1)S(=O)(=O)c1ccc(Cl)c(NC(=O)COC(=O)C2CC2C)c1 (stereo not drawn)	-6.8	0.1%	-1.7%	-2.8	3.2%	-13.2%	-6.1%

3 records drawn at random from the list so far:
SMILES	Shiga toxin inh	LmPK inh	Pf growth 96h	CHX counter	TbPYK inhibitor	Pf growth 48h	AmpC no deterg
COn1c(=O)c(=O)n(OC)c2ccccc21	-30.9	5.0%	203.6%[activator]	-5.5	-1.8%	5.6%	1.1%
COC(=O)CCC/C=C1/SCC(NC(=O)c2ccccc2)C1O (stereo not drawn)	15.5	7.0%	?	1.4	2.4%	-10.5%	.
CCc1ccc(CNC(=O)CCc2nnc(CCc3ccc(OC)cc3)o2)nc1	-3.8	4.1%	1.8%	-3.3	6.0%	9.5%	46.8%
